FID counter: compounds displacing fluorescent DNA intercalator, primary screen, artefact control for HCV NS3 helicase inhibitor project, biochemical, FID fluorescence; DNA fluorescent intercalator displacement; inhibition, % at 7.9 µM; 0.17% of 290,000 active; AID 1845, 2009; in the data active = inhibition above about 37%;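 note: 0% = vehicle and 100% = reference compound; higher means more ethidium bromide displaced from hairpin DNA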
GalR3 antagonist: GalR3 antagonists in HEK293 cells, primary screen, cell-based, fluorescence readout | HEK293 GalR3-CNG cAMP membrane potential fluorescence; galR3 body fused to GalR1 C-terminus | inhibition, % at 3 µM | 0.44% of 360,000 active;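 active = inhibition above the screen-wide average plus 3 SD, cut at about 13% in these data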;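 note: forskolin and galanin both at EC90 stimulate the cells; cAMP rise reported by CNG channel membrane potential dye signal; 0% = forskolin plus galanin with DMSO and 100% = forskolin alone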
Target sequence (O60755 1-299 limits assumed): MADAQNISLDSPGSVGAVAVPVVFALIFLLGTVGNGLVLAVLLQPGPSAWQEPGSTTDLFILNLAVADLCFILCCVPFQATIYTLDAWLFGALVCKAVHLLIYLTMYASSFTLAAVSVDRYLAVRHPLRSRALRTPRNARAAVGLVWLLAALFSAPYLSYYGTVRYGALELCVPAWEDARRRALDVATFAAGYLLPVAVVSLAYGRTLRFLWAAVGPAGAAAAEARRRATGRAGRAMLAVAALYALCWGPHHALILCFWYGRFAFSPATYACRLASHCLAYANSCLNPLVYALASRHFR
MEKK3 PB1 HTS: modulators of MEKK3-MEK5 PB1 binding, primary screen, biochemical, wildtype MEKK3, multiplex bead flow cytometry, Alexa488-MEK5; 1.4% of 290,000 active; binding response (% of control), % at 10 µM; Mitogen-activated protein kinase kinase kinase 3 (Homo sapiens), Q99759; bead-based flow cytometry, Alexa488-MEK5 binding to MEKK3; actives lie on both sides; 0 = blocked by unlabeled MEK5, 100 = vehicle;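 active = binding response more than 3 SD above or below the average of its plate-row segment, actives on both sides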;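 note: Alexa488 bead fluorescence after subtracting the streptavidin-only scavenger bead signal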
Target sequence (Q99759 whole entry, looked up): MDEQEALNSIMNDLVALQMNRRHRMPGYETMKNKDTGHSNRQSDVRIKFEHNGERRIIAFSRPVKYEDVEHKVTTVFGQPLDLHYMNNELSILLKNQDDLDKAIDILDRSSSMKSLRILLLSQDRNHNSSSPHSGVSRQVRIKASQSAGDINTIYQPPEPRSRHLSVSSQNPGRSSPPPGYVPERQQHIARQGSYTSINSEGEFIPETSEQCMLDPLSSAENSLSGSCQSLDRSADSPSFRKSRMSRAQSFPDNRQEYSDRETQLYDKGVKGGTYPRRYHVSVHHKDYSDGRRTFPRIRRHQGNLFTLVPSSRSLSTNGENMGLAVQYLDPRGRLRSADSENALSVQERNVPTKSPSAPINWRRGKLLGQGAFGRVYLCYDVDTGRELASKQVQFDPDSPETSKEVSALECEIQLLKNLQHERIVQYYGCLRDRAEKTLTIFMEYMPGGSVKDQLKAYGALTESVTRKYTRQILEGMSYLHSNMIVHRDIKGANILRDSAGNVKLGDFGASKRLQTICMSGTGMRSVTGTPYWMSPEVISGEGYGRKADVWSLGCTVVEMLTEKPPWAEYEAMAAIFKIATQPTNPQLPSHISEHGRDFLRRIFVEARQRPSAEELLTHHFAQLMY
SUMO HTRF inh: inhibitors of in vitro SUMOylation cascade, primary screen, biochemical, HTRF, uHTS; 0.36% of 290,000 active; SUMO-conjugating enzyme UBC9 (Homo sapiens), P63279; AID 2006, 2009; inhibition, % at 35 µM; HTRF SUMOylation assay, SAE1/SAE2 + UBC9; in the data active = inhibition above about 50%, passing the limit was not always enough; note: strong numbers were not always called active
MEKK2 mut-MEK5: MEK5 binding signal on mutant MEKK2 PB1, primary screen, biochemical, multiplex bead flow cytometry, Alexa488-MEK5; Alexa488-MEK5 binding to MEKK2 mutant; 0.35% of 290,000 active; percent response, % at 10 µM; in the data active = percent response above about 24%, passing the limit was not always enough; note: inactives centre near 1; some results filed as inactive read as strong as hits; reference of the scale not given here
NS3 helicase inh: inhibitors of HCV NS3 helicase, primary screen, biochemical, Cy5 molecular beacon fluorescence. Hepatitis C virus NS3 helicase. NS3 helicase DNA unwinding. inhibition, % at 10.9 µM. 0.56% of 290,000 active. AID 1800, 2009;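 active = inhibition above the mean of all tested compounds plus 3 SD, set per campaign, cut at about 35% in these data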;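 note: 0% = DMSO wells and 100% = thioflavine S control wells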
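Assay system: hepatitis C virus NS3 helicase domain fragment enzyme. Also added: annealed dual-labelled DNA beacon duplex, ATP-started. Timing: 1 h reaction at 25 °C, ATP-initiated. Technique: Cy5 fluorescence at 0 and 60 min, beacon hairpin quenching. Evaluation: % inhibition of unwinding. Replication: one well per compound.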
MEKK2wt PB1 HTS: modulators of MEK5 binding to wildtype MEKK2, primary screen, biochemical, multiplex bead flow cytometry, Alexa488-MEK5; Mitogen-activated protein kinase kinase kinase 2 (Homo sapiens), Q9Y2U5; Alexa488-MEK5 binding to MEKK2 WT; actives lie on both sides; binding response (% of control), % at 10 µM; 1.1% of 290,000 active; in the data active = binding response below about 67% or above about 130%
CRFR2-BP ag: agonists of CRF-BP/CRF-R2 complex, primary screen, cell-based, HEK293, calcium dye fluorescence, uHTS; CRF-binding protein / CRF receptor 2 complex (human); calcium dye fluorescence (FLIPR); percent of saturating CRF peptide response; activation, % at 13.2 µM; AID 588473, 2011; 0.46% of 350,000 active;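 active = activation of at least 50%, plus an integration ratio under a set limit after plate pattern correction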;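 note: plate controls were neutral control wells without compound for no effect and CRF at EC100 for full effect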
CRFR2-BP antag: antagonists of CRF-BP/CRF-R2 complex, primary screen, cell-based, HEK293, calcium dye fluorescence, uHTS; CRF-induced calcium fluorescence; inhibition, % at 11.8 µM; 0.59% of 350,000 active; AID 588475, 2011;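 active = inhibition of the ligand-induced calcium signal above about 50% at the single tested concentration, limit read from the data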
* hit, by the source's call.

Results for Cc1nn(S(=O)(=O)c2cccs2)c(C)c1Sc1ccc([N+](=O)[O-])cc1 ?
FID counter: -4; GalR3 antagonist: -1; MEKK3 PB1 HTS: 101; SUMO HTRF inh: -8; MEKK2 mut-MEK5: 4; NS3 helicase inh: 1; MEKK2wt PB1 HTS: 103; CRFR2-BP ag: 1.0; CRFR2-BP antag: 58*

Results for CC(=O)NC(CC(=O)NC1CCCc2ccccc21)c1ccccc1 (centres undefined) ?
FID counter: -14; GalR3 antagonist: -7; MEKK3 PB1 HTS: 99; SUMO HTRF inh: -4; MEKK2 mut-MEK5: 1; NS3 helicase inh: -6; MEKK2wt PB1 HTS: 101; CRFR2-BP ag: -1.2; CRFR2-BP antag: 0

How did COc1cc(NC(=S)N2CCN(c3ccccn3)CC2)c(OC)cc1Cl do in these assays?
FID counter: -10; GalR3 antagonist: 3; MEKK3 PB1 HTS: 100; SUMO HTRF inh: -13; MEKK2 mut-MEK5: -1; NS3 helicase inh: 3; MEKK2wt PB1 HTS: 97; CRFR2-BP ag: -1.6; CRFR2-BP antag: -38

How did CCN(CC(=O)Nc1ccc2c(c1)OCCO2)c1nc(-c2cccnc2)nc2ccccc12 do in these assays?
FID counter: -19; GalR3 antagonist: -6; MEKK3 PB1 HTS: 117; SUMO HTRF inh: 8; MEKK2 mut-MEK5: 6; NS3 helicase inh: -9; MEKK2wt PB1 HTS: 107; CRFR2-BP ag: -0.9; CRFR2-BP antag: -11

What do the screens show for `Cc1cc(NC(=O)c2ccc3c(c2)OCO3)ccc1NC(=O)c1ccco1`?
FID counter: -14; GalR3 antagonist: -3; MEKK3 PB1 HTS: 106; SUMO HTRF inh: 14; MEKK2 mut-MEK5: 2; NS3 helicase inh: 3; MEKK2wt PB1 HTS: 101; CRFR2-BP ag: 0.0; CRFR2-BP antag: 13

Results for O=C(CCCCCC(=O)N(CCO)CCO)N(CCO)CCO ?
FID counter: 13; GalR3 antagonist: 0; MEKK3 PB1 HTS: 103; SUMO HTRF inh: 21; MEKK2 mut-MEK5: 5; NS3 helicase inh: 10; MEKK2wt PB1 HTS: 104; CRFR2-BP ag: 0.9; CRFR2-BP antag: 5

What do the screens show for `CCn1c2ccccc2c2c3ncc4cccn4c3ccc21`?
FID counter: -19; GalR3 antagonist: -7; MEKK3 PB1 HTS: 104; SUMO HTRF inh: 56; MEKK2 mut-MEK5: 4; NS3 helicase inh: 44*; MEKK2wt PB1 HTS: 90; CRFR2-BP ag: 6.1; CRFR2-BP antag: -26

Results for Cc1ccccc1-c1nc(CS(=O)CC(=O)NCCN2CCN(Cc3ccccc3)CC2)c(C)o1 (centres undefined) ?
FID counter: 6; GalR3 antagonist: -3; MEKK3 PB1 HTS: 98; SUMO HTRF inh: 15; MEKK2 mut-MEK5: 2; NS3 helicase inh: -5; MEKK2wt PB1 HTS: 108; CRFR2-BP ag: -0.6; CRFR2-BP antag: 13

Results for O=C(CCCOc1ccc(Cl)cc1Cl)Nc1ccccn1 ?
FID counter: 0; GalR3 antagonist: -10; MEKK3 PB1 HTS: 100; SUMO HTRF inh: -15; MEKK2 mut-MEK5: -1; NS3 helicase inh: -5; MEKK2wt PB1 HTS: 102; CRFR2-BP ag: 2.7; CRFR2-BP antag: -27

Results for CC(C)CCSc1nnc(N)s1 ?
FID counter: 0; GalR3 antagonist: -1; MEKK3 PB1 HTS: 104; SUMO HTRF inh: 28; MEKK2 mut-MEK5: 1; NS3 helicase inh: 0; MEKK2wt PB1 HTS: 100; CRFR2-BP ag: -0.4; CRFR2-BP antag: 3

How did Fc1ccc(CSc2ncnc3ccccc23)cc1 do in these assays?
FID counter: -4; GalR3 antagonist: -4; MEKK3 PB1 HTS: 104; SUMO HTRF inh: -9; MEKK2 mut-MEK5: 1; NS3 helicase inh: 0; MEKK2wt PB1 HTS: 105; CRFR2-BP ag: -5.7; CRFR2-BP antag: 4

What do the screens show for `CCOC(=O)c1c(NC(=O)CCN2C(=O)c3cccc([N+](=O)[O-])c3C2=O)sc(C(=O)OC(C)C)c1C`?
FID counter: 3; GalR3 antagonist: 0; MEKK3 PB1 HTS: 107; SUMO HTRF inh: -2; MEKK2 mut-MEK5: -2; NS3 helicase inh: 9; MEKK2wt PB1 HTS: 101; CRFR2-BP ag: -1.0; CRFR2-BP antag: 5

How did Cc1ccc(NC(=O)COC(=O)CCC(=O)c2cccs2)cc1S(=O)(=O)N1CCOCC1 do in these assays?
FID counter: -29; GalR3 antagonist: 1; MEKK3 PB1 HTS: 103; SUMO HTRF inh: -18; MEKK2 mut-MEK5: 3; NS3 helicase inh: 10; MEKK2wt PB1 HTS: 102; CRFR2-BP ag: -2.0; CRFR2-BP antag: 2

Results for CCCc1nc2cc3c(cc2[nH]1)n(C)c(=O)n3C ?
FID counter: -1; GalR3 antagonist: -3; MEKK3 PB1 HTS: 102; SUMO HTRF inh: 13; MEKK2 mut-MEK5: 5; NS3 helicase inh: 10; MEKK2wt PB1 HTS: 102; CRFR2-BP ag: -0.2; CRFR2-BP antag: 16

Results for CCc1ccc(N(CC(=O)Nc2sc3c(c2C(=O)OC)CCCC3)S(C)(=O)=O)cc1 ?
FID counter: -2; GalR3 antagonist: -9; MEKK3 PB1 HTS: 92; SUMO HTRF inh: 6; MEKK2 mut-MEK5: -4; NS3 helicase inh: -6; MEKK2wt PB1 HTS: 93; CRFR2-BP ag: 2.4; CRFR2-BP antag: -17

What do the screens show for `Cc1ccc(-c2nnc(SCc3nc(N)nc(Nc4ccccc4C)n3)n2N)cc1`?
FID counter: -27; GalR3 antagonist: -1; SUMO HTRF inh: 18; NS3 helicase inh: -3; CRFR2-BP ag: 2.8; CRFR2-BP antag: -6

What do the screens show for `Cc1ccc(C(=O)CSc2ccc(-c3cccnc3)nn2)cc1`?
FID counter: -5; GalR3 antagonist: -8; MEKK3 PB1 HTS: 101; SUMO HTRF inh: 26; MEKK2 mut-MEK5: -2; NS3 helicase inh: 5; MEKK2wt PB1 HTS: 101; CRFR2-BP ag: -1.1; CRFR2-BP antag: 11

What do the screens show for `CC(C)CC(OC(=O)c1cccs1)C(=O)NCc1ccco1` (centres undefined)?
FID counter: -24; GalR3 antagonist: -3; MEKK3 PB1 HTS: 102; SUMO HTRF inh: 13; MEKK2 mut-MEK5: 0; NS3 helicase inh: 25; MEKK2wt PB1 HTS: 106; CRFR2-BP ag: -3.2; CRFR2-BP antag: 13

What do the screens show for `COc1cc(CN(C)C)cc(C=O)c1O`?
FID counter: 3; MEKK3 PB1 HTS: 99; SUMO HTRF inh: 24; MEKK2 mut-MEK5: -9; NS3 helicase inh: 6; MEKK2wt PB1 HTS: 91; CRFR2-BP ag: 2.3; CRFR2-BP antag: -1

What do the screens show for `Cc1ccccc1CC(=O)N1CCCC(CNC(=O)c2ccc(F)cc2)C1` (centres undefined)?
FID counter: -20; GalR3 antagonist: 4; MEKK3 PB1 HTS: 99; SUMO HTRF inh: -6; MEKK2 mut-MEK5: 3; NS3 helicase inh: 7; MEKK2wt PB1 HTS: 104; CRFR2-BP ag: -2.5; CRFR2-BP antag: 1

Results for CCN(CC)S(=O)(=O)c1ccc(C)c(NC(=O)COC(=O)CNC(=O)c2ccc(C(C)(C)C)cc2)c1 ?
FID counter: -31; GalR3 antagonist: 1; MEKK3 PB1 HTS: 87; SUMO HTRF inh: -9; MEKK2 mut-MEK5: -4; NS3 helicase inh: -9; MEKK2wt PB1 HTS: 91; CRFR2-BP ag: -1.4; CRFR2-BP antag: -12

How did Cc1c(C(=O)N2CCCCC2)sc(N)c1C#N do in these assays?
FID counter: -2; GalR3 antagonist: -1; MEKK3 PB1 HTS: 109; SUMO HTRF inh: 32; MEKK2 mut-MEK5: 5; NS3 helicase inh: 7; MEKK2wt PB1 HTS: 103; CRFR2-BP ag: -2.1; CRFR2-BP antag: 9

Results for CCOC(=O)C1CCCCN1Cc1cccc(OCc2ccccc2)c1 (centres undefined) ?
FID counter: -14; GalR3 antagonist: -12; MEKK3 PB1 HTS: 102; SUMO HTRF inh: -8; MEKK2 mut-MEK5: 1; NS3 helicase inh: -18; MEKK2wt PB1 HTS: 102; CRFR2-BP ag: 0.9; CRFR2-BP antag: 10

Results for O=c1oc2cc(OCc3ccc([N+](=O)[O-])cc3)ccc2c2c1CCCC2 ?
FID counter: -5; GalR3 antagonist: -2; MEKK3 PB1 HTS: 105; SUMO HTRF inh: -2; MEKK2 mut-MEK5: 1; NS3 helicase inh: 8; MEKK2wt PB1 HTS: 96; CRFR2-BP ag: -1.1; CRFR2-BP antag: -37

What do the screens show for `CC(=O)Nc1cccc(C(=O)OC2CCOC2=O)c1` (centres undefined)?
FID counter: -16; GalR3 antagonist: 2; MEKK3 PB1 HTS: 97; SUMO HTRF inh: -1; MEKK2 mut-MEK5: -4; NS3 helicase inh: -1; MEKK2wt PB1 HTS: 98; CRFR2-BP ag: -0.1; CRFR2-BP antag: 3

Source: PubChem

These rows are one share of the data; count on the stated rates, not on these rows.
